Screening data from PubChem.
FLuc inhib CS – counter-screen for luciferase assay inhibitors: firefly luciferase inhibition. ATPLite firefly luciferase biochemical luminescence, 10 min. inhibition, % at 10 µM. P08659. actives 1.5% (n = 200,000);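 active = inhibition above about 50% when tested at 10 µM, limit read from the data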
G6PDH CS – L. mesenteroides G6PDH inhibition counter-screen; actives 0.12% (n = 200,000); Purified L. mesenteroides G6PDH, diaphorase/resazurin coupled fluorescence, 45 min; inhibition, % at 5 µM; in the data active = inhibition above about 50%
FLuc act counter – firefly luciferase counter-screen for stimulation assays; P08659; ATPlite luciferase biochemical, luminescence, 10 min; 0 = ATP-free wells, 1 = DMSO control; activation factor at 10 µM; 200,000 tested, under 10 active; AID 1027;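 active = luciferase activation factor, scaled between plate controls, of at least 2 with compound at 10 µM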
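System: cell-free luciferase reagent; medium: PBS as buffer for the ATP substrate; doses: test compounds dosed from 2 mM stocks in 100% DMSO; incubation: 10 min, room temperature; measured by: luminescence from luciferase reaction; read-out: luciferase activation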
APP 5'UTR act – APP 5'UTR luciferase reporter activation; actives 1% (n = 190,000); activation, % at 2 µM; SH-SY5Y APP 5'UTR luciferase reporter, luminescence; zero percent = DMSO vehicle wells;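 active = activation above a set limit, based on mean plus 3 SD of controls, cut at about 140% in these data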; also: values of inactives mirror those of a sister screen read the other way
STAT1 activator – increases IFN-gamma driven STAT1 reporter signal. NIH 3T3 STAT1-luciferase reporter, luminescence; 100% = IFN-gamma alone, no compound. activation (% of control), % at 5.5 µM. actives 2.6% (n = 200,000). AID 932;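 active = activation above the screen-wide mean activation plus 3 SD, cut at about 130% in these data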;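 also: raw ratio to IFN-gamma control signal so 100% means no change and 0% no light; values of inactives mirror those of a sister screen read the other way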
Diaphorase act – diaphorase activation or chemical reduction counter-screen; Diaphorase/resazurin coupled assay, resorufin fluorescence, 16 min; stronger effect = higher value; 1 = vehicle wells, 0 = NADH-free wells; activation factor at 20 µM; actives 0.005% (n = 190,000); AID 1229;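 active = diaphorase activity raised at least twofold by the compound at 20 µM; inactive = activation factor below 2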
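test system = bacterial diaphorase enzyme (C. kluyveri) | quantity = enzyme 0.07 U/mL final | reagent = NADH substrate 0.114 mM plus resazurin dye 0.1 mM, final | incubation = 16 min enzyme reaction, ambient temperature | buffer or medium = HEPES pH 7.4 buffer with MgCl2 and Tween 20 | signal = fluorescence of resorufin, 544 nm excitation, 590 nm emission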
APP 5UTR inh – APP translation inhibition. SH-SY5Y APP 5'UTR-luciferase reporter, luminescence. inhibition, % at 2 µM. actives 0.82% (n = 190,000);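 active = inhibition above a set limit, derived from the sample mean plus 3 SD, cut at about 45% in these data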; also: values of inactives mirror those of a sister screen read the other way
NF-kB expr up – NF-kB expression increase, human neuronal cells | NF-kB reporter expression; stronger effect = higher value | AID 1239 | actives 1.6% (n = 190,000) | fold change at 12.5 µM; in the data active = fold change above about 3.3
TLR4-MyD88 BLA – inhibitors of human TLR4-MyD88 binding; HeLa CL3-4 TLR4/MyD88 BLA complementation, FRET ratio; inhibition, % at 8.4 µM; actives 0.18% (n = 200,000); in the data active = inhibition above about 25%;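 also: 0% = vehicle and 100% = reference inhibitor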
Target sequence (O00206 whole entry, looked up): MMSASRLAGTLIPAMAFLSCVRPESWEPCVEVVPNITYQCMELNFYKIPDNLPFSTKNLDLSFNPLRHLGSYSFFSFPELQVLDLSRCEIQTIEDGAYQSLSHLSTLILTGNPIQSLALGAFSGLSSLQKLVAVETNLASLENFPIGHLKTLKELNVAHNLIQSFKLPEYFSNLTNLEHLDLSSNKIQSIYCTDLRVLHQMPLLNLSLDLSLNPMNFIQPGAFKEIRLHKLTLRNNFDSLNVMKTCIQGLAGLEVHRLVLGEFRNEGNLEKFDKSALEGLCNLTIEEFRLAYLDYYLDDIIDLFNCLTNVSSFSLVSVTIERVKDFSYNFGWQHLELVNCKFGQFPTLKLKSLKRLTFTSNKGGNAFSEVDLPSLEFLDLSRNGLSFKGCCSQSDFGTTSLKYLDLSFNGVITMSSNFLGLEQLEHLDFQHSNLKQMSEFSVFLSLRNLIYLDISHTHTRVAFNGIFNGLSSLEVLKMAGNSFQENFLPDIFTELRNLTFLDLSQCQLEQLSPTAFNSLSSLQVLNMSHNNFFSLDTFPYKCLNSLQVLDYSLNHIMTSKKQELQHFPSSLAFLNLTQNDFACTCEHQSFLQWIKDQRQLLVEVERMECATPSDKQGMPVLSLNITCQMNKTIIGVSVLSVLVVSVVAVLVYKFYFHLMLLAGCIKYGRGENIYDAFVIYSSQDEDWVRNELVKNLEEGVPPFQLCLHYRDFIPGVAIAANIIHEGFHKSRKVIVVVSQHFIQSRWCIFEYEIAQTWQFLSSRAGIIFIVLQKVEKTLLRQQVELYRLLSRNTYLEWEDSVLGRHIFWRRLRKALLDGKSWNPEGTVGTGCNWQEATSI
Target sequence (Q99836 whole entry, looked up): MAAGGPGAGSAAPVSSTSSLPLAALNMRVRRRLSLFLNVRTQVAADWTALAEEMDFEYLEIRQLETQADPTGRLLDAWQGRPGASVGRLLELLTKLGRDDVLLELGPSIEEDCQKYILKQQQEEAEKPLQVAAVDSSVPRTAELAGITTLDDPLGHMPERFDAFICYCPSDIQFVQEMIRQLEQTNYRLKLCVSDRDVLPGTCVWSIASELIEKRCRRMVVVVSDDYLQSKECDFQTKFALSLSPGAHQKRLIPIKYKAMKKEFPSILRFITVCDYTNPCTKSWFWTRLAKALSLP
Diaph inh CS – inhibits diaphorase or chemically oxidizes, flagging diaphorase assay artifacts; inhibition, % at 20 µM; actives 0.69% (n = 190,000); diaphorase resazurin-to-resorufin fluorescence, NADH, 16 min; bacterial (C. kluyveri) enzyme, not human; AID 1217;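 active = primary screen inhibition at 20 µM above a set limit, cut at about 50% in these data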;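 also: plate controls were DMSO with full reaction for no effect and wells lacking NADH for full effect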
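Assay system – diaphorase enzyme from Clostridium kluyveri · Amount – diaphorase 0.14 U/mL (working solution) · Times – reaction incubation of 16 min at room temperature · Controls – No-NADH positive control and DMSO neutral control · Signal – resorufin fluorescence 544/590 nm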
Numbers without * were called inactive; x = not tested or not shown.

SMILES	FLuc inhib CS	G6PDH CS	FLuc act counter	APP 5'UTR act	STAT1 activator	Diaphorase act	APP 5UTR inh	NF-kB expr up	TLR4-MyD88 BLA	Diaph inh CS
O=S1(=O)CCC(NC(=S)Nc2ccc(Cl)cc2)C1 (centres undefined)	-6	7	1.1	11	112	0.9	-11	1.3	-5	7
Cc1nc2nc(-c3ccccc3)cc(=O)n2[nH]1	56*	12	0.4	4	79	0.9	-4	1.5	3	7
Nc1ncc2c(n1)-c1ccccc1CC2	-1	3	1	15	108	0.8	-15	1.2	-6	16
O=C(COC(=O)C1CC2C=CC1C2)NCCc1ccccc1 (centres undefined)	2	-1	1	-19	108	1.1	19	1.2	1	-7
C#CC[N+](C)(C)CC#Cc1ccc(C)cc1	-7	9	1.1	4	98	1	-4	0.84	4	-1
COC(=O)CNC(=O)c1ccc2c(c1)S(=O)(=O)c1ccccc1C2=O	-3	2	1	4	91	0.9	-4	0.97	6	13
Clc1ccc(CN2CCN(c3ccccc3)CC2)cn1	-1	6	1	5	114	1	-5	1	-9	-3
[O-][n+]1onc2c1CCc1nnccc1-2	-5	6	1.1	1	80	1	-1	1	-1	0
O=C(Nc1nncs1)c1ccccc1Br	-2	9	1	2	99	0.9	-2	1.2	20	10
O=C(O)C1CCN(C(=O)NC2CCCCC2)CC1	-5	-2	1	5	104	0.6	-6	1.2	4	43
COc1cc(OC)nc(NC(=O)CS(=O)(=O)c2ccccc2)n1	-1	9	1	-11	98	1	11	1.2	8	4
Cc1ccc(S(=O)(=O)N2CCN(c3cc4c(cc3[N+](=O)[O-])n(C)c(=O)n4C)CC2)cc1	-8	-32	1.1	1	88	0.7	-1	0.45	7	26
Cc1ccc(S(=O)c2ccc(NC(=O)C3CC3)cc2C#N)cc1 (centres undefined)	-3	13	1	-1	78	0.9	1	0.82	-10	5
CC1(C)NC(=O)N(CC(=O)OCC(=O)Nc2sccc2C#N)C1=O	-5	1	1.1	5	105	0.9	-5	1	-1	8
CCOc1ccc2c(c1)C(N(CCN1CCOCC1)C(=O)Nc1ccc(OC)cc1OC)CC(C)(C)O2 (centres undefined)	-6	2	1.1	-1	98	0.9	1	1.1	7	15
O=C(NCc1ccccn1)c1ccc(=O)oc1	-7	3	1.1	3	94	0.8	-3	1.3	-3	17
COC(=O)C(CC(C)C)NC(=O)c1cc(OC)c(OC)c(OC)c1 (centres undefined)	-2	8	1	27	99	0.9	-27	1.6	3	10
Cn1c(SCc2c(F)cccc2Cl)nc2c(c1=O)SCC2	-4	-5	1	24	86	0.9	-24	0.89	-8	8
O=C(CN1CCN(Cc2ccccc2)CC1)c1ccc(Br)cc1	-1	1	1	2	106	0.9	-2	1.2	-8	6
COc1ccc(-c2nc3ncccn3c2Nc2ccc3c(c2)OCCO3)cc1	0	1	1	-3	104	0.9	4	1.5	11	11
Cc1ccc(OCCSc2ncnc3nc[nH]c23)cc1	21	4	0.8	100	105	0.9	-100	2.2	-3	14
CCC(=O)Nc1c(-c2cccs2)c(=O)c2ccccc2n1C	4	8	1	2	102	1	-2	1.1	7	4
Cc1cccc2cc3c(N)c(C(=O)Nc4ccc(N5CCOCC5)cc4)sc3nc12	-3	1	1	16	97	0.8	-16	0.39	15	20
CCn1cc(S(=O)(=O)CC(=O)Nc2ccc(OC)cc2)c2ccccc21	-6	-12	1.1	-23	90	0.8	23	0.93	-7	19
CCCc1nc2sc3c(c2c(=O)n1NC(=O)c1ccco1)CC(C)(C)OC3	-3	3	1	-3	99	0.8	3	1.1	-1	15
Cc1ccc(-n2cccc2/C=C2\C(=N)N3N=C(C(C)C)SC3=NC2=O)cc1	-6	-6	1.1	-9	96	0.7	9	1.6	-38	30
CCN(CC)S(=O)(=O)c1ccc2nnn(OCC(=O)Nc3cccc(C#N)c3)c2c1	-1	-2	1	17	98	1	-18	0.96	-2	4
CCN(CC)CCN(C(=O)c1ccc2c(c1)CCCC2)c1nc2ccc(F)cc2s1	0	2	1	7	106	0.9	-7	1	-1	12
CCCN(CCC)CCNC(=O)c1cc2c(=O)n(C)c3ccccc3c2n1C	-6	-38	1.1	-8	108	0.9	8	1	-15	11
O=C(c1cncc(Br)c1)N1CCCc2ccccc21	-4	1	1	-5	102	0.9	5	0.95	21	11
COc1cccc(C(=O)CC(=O)C(=O)Nc2cc(Cl)c(OC)cc2OC)c1	-6	12	1.1	-10	100	0.8	10	0.69	0	24
Clc1ccccc1Cc1noc(CN2CCN(Cc3ccccn3)CC2)n1	-2	-2	1	5	108	1.1	-4	0.98	7	-8
OC(CNCC1(N2CCCCC2)CCCCC1)COc1ccc(Cl)cc1Cl (centres undefined)	-4	-1	1	9	99	0.8	-9	0.92	4	20
O=c1/c(=C/c2cccc3ccccc23)sc2ncnn12	-2	9	1	-1	94	1	1	1.3	-5	-2
Cc1noc(C)c1/C=N/Nc1ccc2ccccc2n1	13	-1	0.9	169*	157*	1	-169	4.1*	-11	0
O=C(/C=C/c1ccc(F)cc1)N1CCN(S(=O)(=O)/C=C/c2ccccc2)CC1	-3	3	1	13	97	1.1	-13	1.2	-7	-13
CN(C)S(=O)(=O)N1CCC(CO)(CCc2ccccc2)CC1	-1	12	1	12	99	0.9	-12	1.2	-12	12
CCN1CCN(c2cc(C)c3cc(NC(=O)Cc4ccc(OC)c(OC)c4)ccc3n2)CC1	-4	-30	1	-5	104	1	5	0.85	-2	-1
COCCNS(=O)(=O)c1cc(Br)ccc1OC	-4	0	1	0	113	1	0	1.3	5	5
Cc1ccc(NC2=C(Cl)C(=O)OC2OC(C)C)c(C)c1 (centres undefined)	-7	16	1.1	1	90	0.9	-1	1.1	-22	8
O=[N+]([O-])c1ccc(CSc2ccc(-c3ccccn3)nn2)cc1	-1	-4	1	5	100	1.2	-5	1.4	5	-20
COc1ccc(C2C3=C(Nc4ncnn42)c2ccccc2CC3)cc1OC (centres undefined)	-7	30	1.1	-7	102	0.9	7	1.2	6	7
COc1cccc(NC(=O)COC(=O)Cc2ccc(Br)cc2)c1	0	5	1	2	117	0.9	-2	1.1	16	13
CCC(C)NC(=O)COC(=O)c1ccc(Cl)cc1O (centres undefined)	-5	2	1.1	0	94	0.9	0	1.2	-4	9
Cc1[nH]nc2c1C(c1cc(Br)cs1)C(C#N)=C(N)O2 (centres undefined)	-2	3	1	-14	102	1	14	1	-20	-3
C1CC(CN2CCOCC2)CN(c2nc3nonc3nc2N2CCSCC2)C1 (centres undefined)	-3	7	1	19	101	1.1	-19	1.6	17	-6
Cc1nc(CCNC(=O)Cc2ccccc2)cs1	-6	2	1.1	-6	100	0.9	6	1.2	23	12
CC(C)(C)NC(=O)C(=O)NN=C1CCCCCC1	-6	9	1.1	13	105	0.9	-13	1.1	6	14
Cc1cccc(NC(=O)Cn2cc(C(=O)c3ccco3)c3ccccc32)c1	-7	5	1.1	-8	90	0.7	8	1	3	26
CCS(=O)(=O)N1CCC(C(=O)N2CCOCC2)CC1	-3	20	1	-14	95	1	14	1.1	3	-5
O=C(N=Nc1c(O)[nH]c2ccccc12)c1cccs1	89*	9	0.1	154*	141*	1	-154	5.6*	-5	-1
Cc1nnc(SCC(=O)c2ccc(Cl)cc2)s1	12	9	0.9	26	99	1	-26	1.3	0	-2
COC(=O)Nc1ccc(S(=O)(=O)N2CCCc3cccc(O)c32)cc1	-6	15	1.1	-1	89	0.6	1	1.1	-7	38
Cc1cc(NC(=O)CCCn2nc([N+](=O)[O-])c(Br)c2C)no1	-2	4	1	27	99	0.9	-27	1.6	-3	9
c1ccc(-c2csc(N3CCCCCC3)n2)cc1	9	-16	0.9	7	112	0.9	-7	1.7	-26	14
COCCN(C(=O)C(F)(F)F)C(C(=O)NC1CCCCC1)c1ccco1 (centres undefined)	5	8	0.9	7	103	1	-7	1.1	4	4
N#Cc1c(N)nc2c(c1N)CC(=O)N2c1ccc(Cl)cc1	-6	6	1.1	24	99	0.7	-24	1.9	1	30
CN(C)c1ccc(C(=S)N2CCN(C(=S)Nc3ccccc3)CC2)cc1	-5	13	1.1	-5	96	x	5	1.5	3	x
COc1ccc(-c2[nH]ncc2CN2CCN(Cc3cccs3)CC2)c(F)c1	-3	0	1	21	98	1.1	-21	0.98	1	-6
COc1ccc(/C=N/NC(=O)CCn2c3ccccc3c3ccccc32)cc1O	-6	-68	1.1	-87	107	0.8	87*	1.4	6	18

Some values from the results shown.
Reading of `COc1ccc(/C=N/NC(=O)CCn2c3ccccc3c3ccccc32)cc1O` under APP 5'UTR act: -87
Reading of `Cc1nnc(SCC(=O)c2ccc(Cl)cc2)s1` under APP 5'UTR act: 26

Arranged by molecular weight (falling): 4 of the compounds above
SMILES	FLuc inhib CS	G6PDH CS	FLuc act counter	APP 5'UTR act	STAT1 activator	Diaphorase act	APP 5UTR inh	NF-kB expr up	TLR4-MyD88 BLA	Diaph inh CS
CCN(CC)CCN(C(=O)c1ccc2c(c1)CCCC2)c1nc2ccc(F)cc2s1	0	2	1	7	106	0.9	-7	1	-1	12
CCCN(CCC)CCNC(=O)c1cc2c(=O)n(C)c3ccccc3c2n1C	-6	-38	1.1	-8	108	0.9	8	1	-15	11
COc1ccc(C2C3=C(Nc4ncnn42)c2ccccc2CC3)cc1OC (centres undefined)	-7	30	1.1	-7	102	0.9	7	1.2	6	7
Cc1ccc(S(=O)c2ccc(NC(=O)C3CC3)cc2C#N)cc1 (centres undefined)	-3	13	1	-1	78	0.9	1	0.82	-10	5

(cont.)
SMILES	FLuc inhib CS	G6PDH CS	FLuc act counter	APP 5'UTR act	STAT1 activator	Diaphorase act	APP 5UTR inh	NF-kB expr up	TLR4-MyD88 BLA	Diaph inh CS
Cc1cc(N2CCN(C3CCCC3)CC2)n2ncc(-c3ccccc3)c2n1	-8	0	1.1	x	x	0.9	x	x	x	7
Cc1csc(CN(C)C(=O)CC2C(=O)NCCN2CC(C)(C)C)n1 (centres undefined)	-2	18	1	16	90	0.8	-16	1.1	5	18
O=C(c1cccc(C(F)(F)F)c1)N1CCC(O)(CS(=O)(=O)Cc2ccccc2Cl)CC1	-4	10	1	1	93	0.9	-1	1.2	5	8
CC(C)CCN1CN(S(=O)(=O)c2cccs2)c2nc3ccccc3nc21	-5	10	1	16	103	0.9	-16	1.1	5	14
CC1CCCCC1NC(=O)C1CCN(S(=O)(=O)c2ccc(-n3cnnn3)cc2)CC1 (centres undefined)	-5	8	1	4	104	0.9	-4	1.2	-20	8
C=C(C)c1cccc(C(C)(C)NC(=O)N2CCCC2)c1	-5	3	1.1	-16	98	1.2	16	1.2	0	-16
CCOC(=O)c1c(NC(=O)C2COc3ccccc3O2)sc(C)c1C (centres undefined)	-7	1	1.1	-1	103	0.8	1	1.1	7	16
CC1=CC(C)(C)N(C(=O)CSc2nnc(C)s2)c2ccc(C)cc21	-4	2	1	2	97	0.9	-2	1.1	12	8
Cc1ccc(NC(=O)CN2C(=O)S/C(=C\c3cc(C)n(C)c3C)C2=O)cc1	-2	6	1	-6	97	0.8	6	1.1	-8	19
